hIAP inh: human IAP inhibitors, primary screen, biochemical, luminescence, uHTS | AID 2544, 2010 | 330,000 compounds, 0.12% hits | purified IAP, CDP-Star luminescence, 30 min | inhibition, % at 10 µM;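 active = inhibition reaching a set limit with compound at 10 µM in the primary screen, cut at about 35% in these data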;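 note: plate controls were DMSO wells with enzyme for no effect and no-enzyme buffer wells for full effect; values of inactives mirror those of a sister screen read the other way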
mIAP inh: inhibitors of mouse IAP, primary screen, biochemical, luminescence, uHTS; purified mouse IAP, CDP-Star luminescence, 30 min; inhibition, % at 10 µM; 330,000 compounds, 0.2% hits;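 active = inhibition of at least 40% at 10 µM in the primary screen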;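 note: plate controls were DMSO with enzyme for no effect and no enzyme wells for full effect; values of inactives mirror those of a sister screen read the other way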
mIAP act: activators of mouse IAP, primary screen, biochemical, luminescence, uHTS. muIAP, CDP-Star luminescence, 30 min; stronger effect = higher value; 1 = vehicle-only enzyme signal, 0 = enzyme-free wells. activation factor at 10 µM. 330,000 compounds, 0.24% hits. AID 2805, 2010;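 active = activation factor of at least 2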; note: the source names both 10 and 20 µM as test concentration; values of inactives mirror those of a sister screen read the other way
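System: mouse IAP enzyme. Reagent: CDP-Star chemiluminescent phosphatase substrate. Benchmarks: DMSO wells, no-enzyme wells. Times: 30 min enzyme-substrate-compound incubation at room temperature. Detection: luminescence from enzymatic CDP-Star hydrolysis. Doses: test compounds delivered from DMSO solution.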
hIAP activ: human IAP activators, primary screen, biochemical, luminescence, uHTS; activation factor at 10 µM; AID 2524, 2010; Intestinal-type alkaline phosphatase (Homo sapiens), P09923; purified human IAP, CDP-Star luminescence, 30 min; stronger effect = higher value; 1 = vehicle-only enzyme, 0 = enzyme-free background; 330,000 compounds, 0.16% hits;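 active = activation factor of the enzyme at least 2-fold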; note: the source names both 10 and 20 µM as test concentration; values of inactives mirror those of a sister screen read the other way
ATG4B inh: ATG4B protease inhibitors, primary screen, biochemical, fluorescence, uHTS; Cysteine protease ATG4B (Homo sapiens), Q9Y4P1; ATG4B cleavage of LC3-PLA2, NBD-HPC fluorescence, 1 h; inhibition, % at 8.33 µM; 340,000 compounds, 0.51% hits; in the data active = inhibition above about 40%
Target sequence (Q9Y4P1 whole entry, looked up): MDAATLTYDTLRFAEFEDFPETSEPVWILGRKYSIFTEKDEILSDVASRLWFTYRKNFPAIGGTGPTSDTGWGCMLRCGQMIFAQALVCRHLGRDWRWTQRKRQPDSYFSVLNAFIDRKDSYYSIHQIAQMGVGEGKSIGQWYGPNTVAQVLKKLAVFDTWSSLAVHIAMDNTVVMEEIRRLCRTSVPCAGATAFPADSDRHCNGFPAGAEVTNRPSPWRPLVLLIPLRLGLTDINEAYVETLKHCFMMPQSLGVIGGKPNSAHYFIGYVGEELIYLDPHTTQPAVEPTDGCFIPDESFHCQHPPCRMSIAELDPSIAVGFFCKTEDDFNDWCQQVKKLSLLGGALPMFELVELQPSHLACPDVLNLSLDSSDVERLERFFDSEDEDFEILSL
MPTP inh: mitochondrial permeability transition pore inhibitors, primary screen, biochemical, isolated mouse mitochondria, absorbance. Ca2+ swelling absorbance, 30 min. inhibition, % at 10 µM. AID 602449, 2012. 360,000 compounds, 1.4% hits;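 active = inhibition of 50% or more, scaled per plate between neutral and stimulator controls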;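 note: 0% = DMSO wells given calcium and 100% = 1 mM EGTA wells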
A3G deaminase: APOBEC3G DNA deaminase inhibitors, primary screen, biochemical, fluorescence, single-stranded DNA substrate, uHTS. 330,000 compounds, 0.28% hits. inhibition, % at 20 µM. recombinant A3G, ssDNA deamination FAM/TAMRA fluorescence;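 active = inhibition of at least 40% at 20 µM, with no more than 30% in the related APOBEC3A deaminase screen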;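 note: plate controls were DMSO wells with A3G for no effect and wells lacking A3G enzyme for full effect; some compounds called inactive have numbers as strong as hits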
Target sequence (Q9HC16 whole entry, looked up): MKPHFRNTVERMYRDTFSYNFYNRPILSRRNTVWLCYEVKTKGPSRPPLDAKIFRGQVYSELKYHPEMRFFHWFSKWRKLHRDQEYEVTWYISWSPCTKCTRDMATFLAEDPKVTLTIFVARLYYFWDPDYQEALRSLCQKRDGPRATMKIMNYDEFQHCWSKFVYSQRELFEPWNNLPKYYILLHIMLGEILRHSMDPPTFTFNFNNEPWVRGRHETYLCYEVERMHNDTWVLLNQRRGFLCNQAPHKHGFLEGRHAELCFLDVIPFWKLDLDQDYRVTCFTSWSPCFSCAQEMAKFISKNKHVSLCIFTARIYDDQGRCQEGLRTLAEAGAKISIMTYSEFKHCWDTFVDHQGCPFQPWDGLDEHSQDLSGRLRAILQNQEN
A3A deaminase: APOBEC3A ssDNA deaminase inhibitors, primary screen, selectivity assay for APOBEC3G inhibitor project, biochemical, FAM/TAMRA oligo cleavage fluorescence | DNA dC->dU-editing enzyme APOBEC-3A (Homo sapiens), P31941 | recombinant A3A, FAM/TAMRA ssDNA deamination fluorescence | inhibition, % at 20 µM | 330,000 compounds, 0.41% hits;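 active = at least 40% inhibition at 20 µM here, with at most 30% in a related deaminase screen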;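 note: plate controls were A3A with DMSO for no effect and wells lacking A3A enzyme for full effect; some results filed as inactive read as strong as hits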
Target sequence (P31941 whole entry, looked up): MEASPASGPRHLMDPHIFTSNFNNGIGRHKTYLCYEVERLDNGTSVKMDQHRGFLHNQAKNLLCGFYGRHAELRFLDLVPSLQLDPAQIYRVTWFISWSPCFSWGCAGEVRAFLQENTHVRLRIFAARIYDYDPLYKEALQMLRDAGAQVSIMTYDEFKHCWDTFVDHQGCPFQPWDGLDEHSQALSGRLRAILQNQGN
MIN6 prolif: inducers of MIN6 beta-cell proliferation, primary screen, ATP luminescence, uHTS. proliferation, % at 10 µM. AID 2380, 2010. 330,000 compounds, 0.29% hits. MIN6 cells proliferation, ATPlite luminescence, 48 h; cells starved in 0.2% serum; 100% = growth in 10% serum;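 active = compounds whose signal lies at least 3.5 SD above the mean of all wells on their plate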;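 note: 0% = DMSO-treated cells in low-serum medium and 100% = 10% serum control; some compounds called inactive have numbers as strong as hits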
Starred values were filed as active, the others as inactive; / = no result given.

SMILES	hIAP inh	mIAP inh	mIAP act	hIAP activ	ATG4B inh	MPTP inh	A3G deaminase	A3A deaminase	MIN6 prolif
Cc1ccccc1S(=O)(=O)Nc1nc2ccccc2nc1Cl	-5.3	0.1	0.999	1.05	-2.3	1.1	-2.1	1.3	0.0
CCOc1cc(NC(=O)C2CC2)c(OCC)cc1NC(=O)c1ccccn1	-7.3	12.8	0.872	1.07	-1.5	0.6	-8.7	-3.0	1.5
COc1ccc(NC(=O)C(Sc2nnc3ccccn23)c2ccccc2)cc1Cl (configuration not stated)	-6.2	-9.9	1.1	1.06	-4.0	-1.1	-3.3	2.4	-2.7
Cc1c(C(=O)NC(C)CN2CCCCC2)oc2ccccc12 (configuration not stated)	-5.1	-6.1	1.06	1.05	-2.7	0.8	-0.1	2.2	1.4
S=C(NCc1cccs1)Nc1cc(Cl)cc(Cl)c1	-9.6	-300.4	4*	1.1	35.4	89.5*	1.4	-2.6	-6.4
O=C(c1ccc(OC2CCN(CCc3ccccc3)CC2)cc1)N1CCC[C@H]1CO	6.2	-2.3	1.02	0.938	17.2	1.4	-8.6	-4.0	5.8
COC(=O)c1c(C)[nH]c(C)c1-c1ccccc1	3.4	11.0	0.89	0.966	-2.6	0.4	-5.8	-5.6	-0.7
Cc1cccnc1NC(=O)CNC(=O)C12CC3CC(CC(Cl)(C3)C1)C2	-8.2	-3.2	1.03	1.08	8.3	-1.5	1.8	2.8	-4.8
COc1ccc(OC)c(NC(=O)C2CCC(CNc3c(N4CCC(C)CC4)c(=O)c3=O)CC2)c1 (configuration not stated)	-9.8	0.1	0.999	1.1	-12.9	0.2	-3.6	-1.4	-5.6
COCCn1nnnc1C(c1ccc(OC)cc1OC)N1CCN(c2ccccc2F)CC1 (configuration not stated)	10.7	0.3	0.997	0.893	-5.6	-0.2	6.1	5.3	-1.2
CCCCOCCCNC(=O)N[C@H](C(=O)OC)C(C)C	-3.3	7.6	0.924	1.03	0.8	-3.3	-4.7	0.3	-4.4
Cn1c(=O)c2c(nc(SC3C(=O)CC(C)(C)CC3=O)n2C)n(C)c1=O	15.6	1.9	0.981	0.844	-1.6	0.2	-8.0	-6.2	-3.6
Cc1cc(C)c(C(=O)COC(=O)CCn2c(C)csc2=O)cc1C	-2.3	-3.9	1.04	1.02	25.6	-1.8	-2.4	-1.1	1.2
COc1ccc(-c2nnc(SCC(=O)c3[nH]c(C)c(C(C)=O)c3C)o2)cc1	3.8	4.2	0.958	0.962	-24.2	5.0	-10.2	-2.4	0.0
CC(c1ccccc1)C1CC(=O)N(C2CCCCC2)C1=O (configuration not stated)	-1.4	-12.1	1.12	1.01	9.4	1.4	-1.8	-2.1	-2.8
CN(C)CCn1c(=S)[nH]c2ncccc2c1=O	-3.4	-8.5	1.08	1.03	1.0	6.0	2.8	-8.8	-2.0
COc1cccc(C(=O)n2c(SC)nc3cc4c(cc32)OCCO4)c1	22.4	2.5	0.975	0.776	7.8	0.3	-3.0	-0.7	-1.9
Cc1cc2c3c(c1C)C(=O)C(=O)N3C(C)(C)CC2C (configuration not stated)	0.8	6.9	0.931	0.992	7.1	1.0	-4.8	-1.7	0.9
CCCSc1nc2c(c(=O)[nH]c(=O)n2C)n1C	-4.2	6.6	0.934	1.04	-10.7	-0.8	-0.9	0.8	0.6
CCCCn1c(N)c(N(CCC(C)C)C(=O)COC(=O)c2cccnc2SC)c(=O)[nH]c1=O	11.8	-6.0	1.06	0.882	-4.3	-0.4	-6.1	2.2	-2.1
CCn1nc(C(C)C)cc1C(=O)N1CCCC(CO)(Cc2ccc(F)cc2F)C1 (configuration not stated)	-32.9	-4.5	1.04	1.33	1.6	-0.7	-5.6	-3.3	1.5
O=C(CC1C(=O)NCCN1CCCc1ccccc1)NCCc1ccccc1Cl (configuration not stated)	2.8	3.8	0.962	0.972	-3.9	-1.1	-1.7	-1.3	-3.0
Cc1cc(=O)oc2cc(OCC(=O)NCCCN3CCCC3=O)c(Cl)cc12	17.2	3.5	0.965	0.828	-4.7	-2.3	-13.8	-0.2	0.6
Cc1noc(C)c1S(=O)(=O)N1CCC(C(=O)NCCC2=CCCCC2)CC1	-35.0	-3.8	1.04	1.35	-11.6	-0.9	-2.0	1.0	0.2
C[C@H](NC(=O)[C@H]1N2C(=O)c3ccccc3C2SC1(C)C)C(=O)NCC1CCCO1 (some centres not stated)	5.6	11.1	0.889	0.944	7.5	-0.8	-2.5	-1.7	-0.8
CCOc1ccc(CN2CCC(=O)NC2=O)cc1	-6.5	4.2	0.958	1.06	-7.1	1.5	0.6	2.0	-1.8
CN(C)CCCNCC(=O)Nc1ccccc1N1CCOCC1	0.6	-5.2	1.05	0.994	-2.2	1.6	2.8	1.8	-2.1
Cc1[nH]nc2c1C(Cc1ccccc1)C(C#N)=C(N)O2 (configuration not stated)	13.1	4.6	0.954	0.868	5.1	-1.0	1.0	0.1	-2.9
CN(CCN(C)C(C)(C)C)C(=O)C(c1ccccc1)c1ccccc1	-2.5	-0.7	1.01	1.02	10.7	-0.4	2.1	3.6	-2.8
CC[C@@H]1C=C(C(=O)O)[C@H](c2ccc(F)cc2)N1S(=O)(=O)c1ccc(C)cc1	7.1	-8.4	1.08	0.929	0.3	-0.1	-6.0	-3.4	-1.9
CCCCN(CC)S(=O)(=O)c1ccc(C(=O)Nc2nnc(-c3ccccc3Cl)o2)cc1	-11.9	5.1	0.949	1.12	/	-26.3	-8.8	-4.6	-3.8
c1coc(Cn2nnnc2CN2CCN(C3CCCCC3)CC2)c1	2.6	-2.3	1.02	0.974	-0.3	-4.0	-4.5	-3.4	-1.4
O=C(NCc1ccccn1)Nc1ccccc1F	-13.5	-4.5	1.04	1.14	-2.1	3.1	-10.5	-5.8	0.0
O=C(NCCN1C(=O)S/C(=C\c2ccc(F)cc2)C1=O)c1cccc(S(=O)(=O)N2CCOCC2)c1	0.7	-7.0	1.07	0.993	-10.8	2.2	-9.1	-2.5	-2.6
O=C(c1ccc([N+](=O)[O-])cc1)N1CCc2ccccc21	2.5	0.1	0.999	0.975	3.1	1.6	-5.6	-0.5	-2.3
CCc1nnc(SCC(=O)N2CCCc3ccccc32)nc1CC	5.2	5.1	0.949	0.948	-10.7	-0.5	-3.6	-0.8	-1.8
FC(F)(F)c1nc(-c2cccnc2)ncc1-c1nnnn1-c1ccccc1	-27.4	3.2	0.968	1.27	-6.5	1.3	-7.7	-6.3	0.8
COc1c(Cl)cc(-c2noc(C)c2C(=O)NCc2ccccc2)cc1Cl	-1.4	-7.5	1.07	1.01	0.0	-0.4	-3.5	0.9	-3.7
COc1ccc(C(=O)Oc2ccc(/C=N/NC(=O)Cc3ccc([N+](=O)[O-])cc3)cc2)cc1	9.2	-2.4	1.02	0.908	0.4	0.6	-7.2	4.6	0.0
Cn1cccc1-c1cc(C(=O)N/N=C/c2ccc([N+](=O)[O-])cc2)[nH]n1	-22.2	4.1	0.959	1.22	3.5	0.4	-3.7	-6.7	-1.9
CCC(=O)N/N=C(\C)CC(=O)Nc1ccc(F)cc1	-2.0	-8.1	1.08	1.02	1.8	-1.8	-0.4	2.3	2.2
Cc1ncc([N+](=O)[O-])n1Cc1ccc(Cl)cc1	4.4	1.4	0.986	0.956	4.0	0.6	-6.7	0.7	-2.3
CC(C)N1C(=O)N(c2cccc(Cl)c2)C(C)(O)CC1(C)C (configuration not stated)	-11.4	-2.7	1.03	1.11	9.8	-0.1	-4.7	-0.6	-2.4
Cc1oc(C(=O)Nc2ccc(C(=O)O)cc2)cc1COc1ccccc1	6.3	10.7	0.893	0.937	0.4	-4.6	-3.3	-0.8	-3.5
N#Cc1ccc(Oc2ccc(S(=O)(=O)N3CCCCC3)cn2)cc1	-0.1	-0.2	1	1	3.8	-0.7	-3.8	-3.2	1.3
CN1CCN(C(=O)CCN2C(=O)/C(=C/c3ccccc3Cl)SC2=S)CC1	-1.1	14.4	0.856	1.01	8.8	-1.9	-8.7	-2.9	-3.0
O=[N+]([O-])c1nn(-c2ccccc2)[n+]([O-])c1N1CCN(c2ccccc2)CC1	12.7	7.4	0.926	0.873	7.8	0.6	-8.3	-0.1	0.1
COc1ccc(NC(=O)CCCC(=O)O)cc1Cl	3.9	0.0	1	0.961	3.8	-1.1	-5.6	0.9	-1.2
Cc1cc(C)nc(Nc2ncc(O)n2-c2ccc(C)c(Cl)c2)n1	-8.8	-6.4	1.06	1.09	3.0	-1.1	-0.6	1.2	-0.2
Cc1cccc(-n2c(C)nc3cc(C(=O)NCc4ccc5c(c4)OCO5)ccc32)c1	0.2	-11.8	1.12	0.998	-4.5	-1.0	0.6	-1.5	0.0
Cc1ccccc1NS(=O)(=O)c1ccc(OCC(=O)NCC2CCCO2)cc1 (configuration not stated)	-1.7	-1.1	1.01	1.02	-0.6	-0.5	-9.8	-5.7	-3.7
COc1ccc(CCN2C(=O)C3C4CC(C5C(C(=O)NN)=NOC45)C3C2=O)cc1OC (configuration not stated)	-2.2	-6.0	1.06	1.02	6.9	-3.2	-2.2	-6.8	-2.7
CCOc1ccc(NC(=O)CSc2nnc(N)s2)c([N+](=O)[O-])c1	3.3	-1.5	1.01	0.967	1.0	0.8	-9.0	-4.2	-2.2
O=C(O)Cn1cnc2scc(-c3ccccc3)c2c1=O	12.0	-3.2	1.03	0.88	-8.8	-0.2	0.0	2.2	0.2
Cc1occc1C(=O)Nc1ccc2c(c1)OCO2	-32.0	-3.1	1.03	1.32	-8.8	-1.0	1.0	2.5	-0.2

Source: PubChem BioAssay (Sanford-Burnham Center for Chemical Genomics)
